Source: PubChem
AddAB inh = less growth of phage-infected E. coli with AddAB; E. coli expressing H. pylori AddAB, absorbance growth; 330,000 tested, 0.29% active; inhibition, % at 11.9 µM; AID 435030; in the data active means inhibition above about 12%;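 further: 0% = vehicle wells of infected cells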
HTR5A inv ag = counter-screen for OPRM1-OPRD1 inverse agonists: human HTR5A inverse agonism | inhibition, % at 9.3 µM | HTR5A cell line, luminescence | AID 504634 | 340,000 tested, 0.083% active | P47898; in the data active means inhibition mostly above about 23%, no sharp cut-off; inactive means mostly below about 18%;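 further: 0% = cells with DMSO and 100% = no-cell wells with DMSO; some compounds called inactive have numbers as strong as hits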
Pemphigus Ab inh = human desmoglein-3 autoantibody binding inhibition; 310,000 tested, 0.48% active; binding (percent of control), % at 10 µM; P32926; DSG3-coupled beads, scFv-anti-DSG3-GFP binding, flow cytometry; stronger effect = lower value;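 active means binding more than 3 SD below its plate's average and above zero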;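 further: hits lower antibody fragment binding to DSG3; some compounds called inactive have numbers as strong as hits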
Target sequence (P32926 whole entry, looked up, the tested form may be a part): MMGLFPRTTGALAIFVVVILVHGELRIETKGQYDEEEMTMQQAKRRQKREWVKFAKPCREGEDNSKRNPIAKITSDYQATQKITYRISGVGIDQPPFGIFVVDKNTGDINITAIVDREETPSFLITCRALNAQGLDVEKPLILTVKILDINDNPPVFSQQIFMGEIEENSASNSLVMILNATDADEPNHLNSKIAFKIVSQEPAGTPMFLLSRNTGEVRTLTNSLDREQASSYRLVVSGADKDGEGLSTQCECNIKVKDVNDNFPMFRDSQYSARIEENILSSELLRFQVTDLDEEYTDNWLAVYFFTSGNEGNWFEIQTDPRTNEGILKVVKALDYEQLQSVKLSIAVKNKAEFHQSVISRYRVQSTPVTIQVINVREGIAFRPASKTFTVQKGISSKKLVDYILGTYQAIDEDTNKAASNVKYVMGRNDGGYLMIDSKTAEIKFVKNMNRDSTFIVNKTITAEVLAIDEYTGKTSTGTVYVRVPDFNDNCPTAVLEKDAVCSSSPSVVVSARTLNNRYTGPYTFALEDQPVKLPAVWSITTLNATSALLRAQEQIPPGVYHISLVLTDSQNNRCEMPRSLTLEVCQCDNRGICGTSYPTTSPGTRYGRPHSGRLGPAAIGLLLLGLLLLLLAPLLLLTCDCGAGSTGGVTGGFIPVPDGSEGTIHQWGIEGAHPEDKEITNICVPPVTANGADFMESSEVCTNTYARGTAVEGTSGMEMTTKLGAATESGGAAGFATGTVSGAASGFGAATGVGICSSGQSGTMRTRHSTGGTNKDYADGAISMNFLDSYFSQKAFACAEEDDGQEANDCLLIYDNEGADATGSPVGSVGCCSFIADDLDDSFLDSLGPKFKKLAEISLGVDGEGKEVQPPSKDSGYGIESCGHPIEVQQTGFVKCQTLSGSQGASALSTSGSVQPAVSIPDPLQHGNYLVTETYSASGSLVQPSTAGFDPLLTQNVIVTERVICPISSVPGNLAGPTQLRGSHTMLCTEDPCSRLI
Ecoli viability = reduces bacterial viability in AddAB counter-screen | E. coli V3065 growth, OD600 absorbance, 18 h | inhibition, % at 11.9 µM | 330,000 tested, 0.27% active;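 active means inhibition above the campaign's mean inhibition across all tested compounds plus 3 SD, cut at about 9.9% in these data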;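 further: uninfected addAB+ strain grown without phage in ampicillin broth; 0% = DMSO wells and 100% = ciprofloxacin 0.95 µg/ml wells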
PKA-R1A act = PKA-R1A complex activation | activation, % at 11.4 µM | PKA-R1A dissociation, Cy5-IP20 fluorescence polarization; scaled: DMSO 0%, 113 µM cGMP 100% | AID 504707 | 340,000 tested, 0.083% active;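 active means percent activation above the mean of all tested compounds plus 3 SD, cut at about 19% in these data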;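 further: higher means more PKAc released from R1A so a rise in polarization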
MOR-DOR inv ag = mu-delta opioid heterodimer inverse agonism; inhibition, % at 9.3 µM; 340,000 tested, 0.21% active; cell-based MOR-DOR heterodimer luminescence; in the data active means inhibition above about 22%, passing the limit was not always enough;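 further: 0% = cells with DMSO and 100% = wells without cells with DMSO; values of inactives mirror those of a sister screen read the other way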
PfHsp90 set2 = growth inhibition of yeast expressing Plasmodium Hsp90; S. cerevisiae expressing PfHsp90, BacTiter-Glo ATP, 48 h; yeast lacking PDR1 and PDR3 efflux regulators; inhibition, % at 9.4 µM; 310,000 tested, 0.32% active; AID 504621;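 active means every replicate shows inhibition above about 80%, whatever the replicate mean, limit read from the data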;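 further: 0% = DMSO neutral controls and 100% = 20 µM radicicol positive controls; yeast relying on Plasmodium falciparum Hsp90 in place of its own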
HTR5A ag = counter-screen for OPRM1-OPRD1 agonists: human HTR5A agonism; activation, % at 9.3 µM; 340,000 tested, 0.61% active; P47898; HTR5A agonist assay, luminescence, cell-based; in the data active means activation mostly above about 9.5%, no sharp cut-off; inactive means mostly below about 7.6%;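 further: 0% = cells with vehicle only and 100% = reference agonist; strong numbers were not always called active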
MOR-DOR ag = OPRM1-OPRD1 heterodimerization agonism; cells, luminescence; activation, % at 9.3 µM; 340,000 tested, 0.3% active; AID 504326; in the data active means activation above about 18%;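 further: 0% = vehicle-treated cells and 100% = reference agonist; values of inactives mirror those of a sister screen read the other way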
Mot1-301 SUMO = inhibitors of SUMOylation pathway: yeast Mot1-301 growth rescue; S. cerevisiae Mot1-301 growth rescue, ATP luminescence, 38.5C; percent above DMSO median, 100 means doubled; growth rescue, % at 18.8 µM; AID 2716; 320,000 tested, 1% active;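 active means every valid replicate shows activation above 250% relative to neutral control wells; inactive means the rest, any valid replicate at or below 250%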;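 further: OY570 slx delta 5 strain wells were the positive control but not used for scaling; some compounds called inactive have numbers as strong as hits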
phage Ecoli inh = E. coli growth loss with phage present. growth absorbance. inhibition, % at 11.9 µM. 360,000 tested, 0.26% active. AID 651602; in the data active means inhibition above about 11%
* = called active by the depositor; · = no result given.

1) CC1(C)CC(=O)c2sc(NS(=O)(=O)c3ccccc3)nc2C1
2) Clc1ccc(SCc2cc(N3CCOCC3)nc(-c3ccccn3)n2)cc1
3) CCC(=O)N1CCC2(CC1)Oc1ccc(F)cc1C(=O)C21CC(c2cccnc2)=NO1 (stereo unspecified)
4) Cc1nc2c(-c3ccccc3)c[nH]n2c(=O)c1Cc1ccccc1
5) Cc1ccc(-c2csc(/C(C#N)=C(\O)CCl)n2)cc1
6) Cc1cccc(C)c1NC(=O)CC1SC2=NCCN2C1=O (stereo unspecified)

entry no.	1	2	3	4	5	6
AddAB inh	1.0	7.6	2.3	0.5	·	0.4
HTR5A inv ag	-3	-2	18	9	-15	-19
Pemphigus Ab inh	101	97	113	64*	99	101
Ecoli viability	-4.4	5.9	-0.3	-4.7	·	-1.1
PKA-R1A act	-1	-2	-1	-7	6	-8
MOR-DOR inv ag	18	16	0	6	-90	10
PfHsp90 set2	-3	-22	25	-43	-83	14
HTR5A ag	1	1	-7	3	6	5
MOR-DOR ag	-3.5	-3.0	0.1	-1.2	20*	-1.8
Mot1-301 SUMO	49	39	173	288	·	-2
phage Ecoli inh	2.5	5.7	1.4	-1.1	0.4	1.6

7) COc1ccc(CN2CCN(Cc3c[nH]c4ccccc34)CC2)cc1
8) COc1cccc(NC(=O)C23CCC(C)(C(=O)O2)C3(C)C)c1 (stereo unspecified)
9) O=[N+]([O-])c1ccc(N2CCOCC2)cc1N1CCCCC1
10) COC(=O)[C@@H]1OC(=O)[C@H]2O[C@@]23[C@@]1(C)CC[C@@H]1[C@@]2(C)C=CC(=O)OC(C)(C)[C@@H]2CC(=O)[C@]13C
11) O=C(CSc1ccc2nnc(-c3cccnc3)n2n1)N1CCOCC1
12) CC1(C(=O)NCCN2CCOCC2)C=CC2(CCCCC2)N1C(=O)c1ccccc1 (stereo unspecified)

entry no.	7	8	9	10	11	12
AddAB inh	-0.4	5.4	0.5	-1.8	-0.5	1.8
HTR5A inv ag	-2	-34	1	-14	-7	4
Pemphigus Ab inh	102	·	102	103	100	102
Ecoli viability	-1.4	0.5	-1.0	-1.8	-0.2	-1.0
PKA-R1A act	0	-2	-3	1	2	2
MOR-DOR inv ag	-6	17	7	7	4	20
PfHsp90 set2	32	0	-5	-1	-17	0
HTR5A ag	0	1	2	1	2	5
MOR-DOR ag	1.1	-3.0	-1.4	-1.3	-0.8	-4.4
Mot1-301 SUMO	-8	·	-11	-2	-2	-2
phage Ecoli inh	-2.0	3.0	1.2	0.9	1.3	0.9

13) O=C1CC(N2CCN(S(=O)(=O)c3ccccc3F)CC2)C(=O)N1c1ccccc1Cl (stereo unspecified)
14) COc1ccc(C2/C(=C(/O)c3ccc(C)cc3)C(=O)C(=O)N2C)cc1 (stereo unspecified)
15) CCOC(=O)C1=NN(c2ccc(OC)cc2)C2C(=O)N(c3ccccc3OC)C(=O)C12 (stereo unspecified)
16) C=CCc1ccc(OCCCCNC(C)CC)c(OC)c1 (stereo unspecified)
17) COc1ccc(NC(=O)C2CCN(S(=O)(=O)c3ccc4c(c3)CC(C)N4C(C)=O)CC2)c(OC)c1 (stereo unspecified)
18) COc1cccc(NC(=O)C(c2ccccc2)N2CCNC(=O)C2)c1 (stereo unspecified)

entry no.	13	14	15	16	17	18
AddAB inh	0.8	0.9	6.6	5.0	0.2	1.6
HTR5A inv ag	8	-16	-13	21	-1	-10
Pemphigus Ab inh	107	96	·	103	102	113
Ecoli viability	0.0	2.1	-0.2	-1.9	-0.9	-0.3
PKA-R1A act	0	7	-3	-4	-1	-10
MOR-DOR inv ag	4	-1	12	2	17	13
PfHsp90 set2	5	17	-27	9	-1	·
HTR5A ag	-3	-3	-4	-6	9	4
MOR-DOR ag	-1.0	0.1	-2.5	-0.4	-3.3	-2.7
Mot1-301 SUMO	27	-14	23	13	17	-3
phage Ecoli inh	-0.4	2.8	1.4	1.9	-1.9	·

cpd | mol | AddAB inh | HTR5A inv ag | Pemphigus Ab inh | Ecoli viability | PKA-R1A act | MOR-DOR inv ag | PfHsp90 set2 | HTR5A ag | MOR-DOR ag | Mot1-301 SUMO | phage Ecoli inh
19 | COC(=O)c1cccc(NC(=O)C2COc3ccccc3O2)c1C (stereo unspecified) | 0.8 | -3 | · | 1.1 | -2 | 13 | -13 | 1 | -2.1 | -10 | 2.6
20 | CC(C)Oc1ccc(/C=C(/NC(=O)c2ccccc2)C(=O)NC(Cc2ccccc2)C(=O)O)cc1 (stereo unspecified) | 3.7 | -10 | 124 | 1.0 | -6 | -8 | 1 | -2 | 0.9 | -14 | 3.4
21 | COc1cccc(CNC(=O)Cn2nc(C)c3c(C)n(-c4ccc(C)cc4)nc3c2=O)c1OC | -0.4 | 10 | 102 | 1.3 | -4 | -2 | -4 | -2 | 0.4 | 8 | 3.3
22 | O=c1cccccc1NN=C1CCCCC1 | 2.1 | 6 | 117 | -3.1 | 2 | 16 | 0 | -3 | -3.1 | -11 | 0.8
23 | Cc1cc(C)nc(SCC(=O)NNS(=O)(=O)c2ccc(C#N)cc2)n1 | · | 14 | 97 | · | -4 | 3 | 3 | 2 | -0.6 | · | 1.1
24 | CN(C(=O)c1cccs1)c1ccccc1C(=O)O | -0.1 | -10 | 98 | 0.2 | 0 | 17 | -11 | 4 | -3.5 | -22 | -8.3
25 | O=C(Nc1ccc(-c2nc3ccccc3o2)cc1)c1cc(-n2cnnc2)ccc1Cl | -0.5 | -4 | 98 | -4.1 | -11 | -2 | -10 | 7 | 0.4 | 65 | 2.1
26 | Cc1cccc(C2N=C(N)Nc3nc4ccccc4n32)c1 (stereo unspecified) | 0.1 | 2 | 113 | 2.0 | 1 | 14 | 9 | -1 | -2.7 | 30 | 0.5

2 entries from above, reformatted:
#25 O=C(Nc1ccc(-c2nc3ccccc3o2)cc1)c1cc(-n2cnnc2)ccc1Cl
  AddAB inh: -0.5
  HTR5A inv ag: -4
  Pemphigus Ab inh: 98
  Ecoli viability: -4.1
  PKA-R1A act: -11
  MOR-DOR inv ag: -2
  PfHsp90 set2: -10
  HTR5A ag: 7
  MOR-DOR ag: 0.4
  Mot1-301 SUMO: 65
  phage Ecoli inh: 2.1

#26 Cc1cccc(C2N=C(N)Nc3nc4ccccc4n32)c1 (stereo unspecified)
  AddAB inh: 0.1
  HTR5A inv ag: 2
  Pemphigus Ab inh: 113
  Ecoli viability: 2.0
  PKA-R1A act: 1
  MOR-DOR inv ag: 14
  PfHsp90 set2: 9
  HTR5A ag: -1
  MOR-DOR ag: -2.7
  Mot1-301 SUMO: 30
  phage Ecoli inh: 0.5

The list continues.
cpd | mol | AddAB inh | HTR5A inv ag | Pemphigus Ab inh | Ecoli viability | PKA-R1A act | MOR-DOR inv ag | PfHsp90 set2 | HTR5A ag | MOR-DOR ag | Mot1-301 SUMO | phage Ecoli inh
27 | O=C(CSc1nnc(NC(=O)Cc2ccccc2)s1)NCC1CCCO1 (stereo unspecified) | 2.8 | 24 | 108 | 1.0 | -11 | 3 | · | -4 | -0.5 | 257 | -3.3
28 | Cc1cc(NC(=O)c2cc(C3CC3)on2)n(-c2ccccc2)n1 | 0.0 | -32 | 108 | -2.3 | -1 | 17 | -5 | -1 | -3.2 | -14 | 1.9
29 | O=S(=O)(O)c1cc2oc(-c3ccccc3)nc2c2ccccc12 | 3.4 | -14 | 102 | 2.1 | -10 | 12 | -7 | 5 | -2.0 | 1 | 2.5
30 | COc1ccc(S(=O)(=O)N2CCC(C(=O)NCC3CCCCC3)CC2)cc1 | 0.2 | 2 | 100 | -1.6 | 8 | -10 | 4 | -3 | 1.7 | 134 | 2.8
31 | CCCCNC(=O)CN(C1CCCCC1)S(C)(=O)=O | 1.3 | 7 | 99 | 0.8 | -4 | 11 | 7 | 0 | -2.1 | -22 | 4.6
32 | O=C(COc1ccccc1Cl)Nn1cnnc1 | 2.2 | -2 | 103 | 1.4 | -7 | 9 | 9 | 1 | -1.6 | · | 2.5
33 | Cc1c(C2Nc3ccccc3C(=O)N2O)cnn1C (stereo unspecified) | 2.7 | 17 | 97 | 1.5 | -15 | 18 | 36 | 3 | -3.4 | 8 | 5.0
34 | N/C(=N\O)C1COc2ccccc2O1 (stereo unspecified) | 6.3 | -22 | 101 | 2.5 | -1 | 16 | 4 | -4 | -3.5 | 14 | 2.0

cpd | mol | AddAB inh | HTR5A inv ag | Pemphigus Ab inh | Ecoli viability | PKA-R1A act | MOR-DOR inv ag | PfHsp90 set2 | HTR5A ag | MOR-DOR ag | Mot1-301 SUMO | phage Ecoli inh
35 | CCCCC(=O)NC(c1ccco1)c1cc(Cl)c2cccnc2c1O (stereo unspecified) | 16* | 12 | 107 | 24* | -12 | -16 | 105* | -4 | 3.0 | -9 | 21*
36 | Nc1ncnc2nc(SCCC(=O)O)[nH]c12 | -0.2 | -11 | 100 | -1.7 | -15 | 20 | 17 | 4 | -3.9 | -2 | -1.2
37 | O=C(O)CCNC(=O)c1ccc(NC(=O)C(c2ccccc2)c2ccccc2)cc1 | 1.3 | -8 | 103 | 0.0 | 0 | 8 | 27 | 2 | -1.7 | -12 | 0.8
38 | O=c1[nH]c(CSc2nnc(-c3ccccc3)n2-c2ccccc2)nc2ccccc12 | -0.3 | -11 | 74 | 1.8 | 2 | -4 | 18 | 4 | 0.8 | -18 | 1.2
39 | COc1ccc(Cc2n[nH]c(=S)o2)cc1 | -1.2 | 16 | 97 | -1.3 | -9 | 11 | -3 | -6 | -2.4 | -10 | 3.2
40 | Cc1nc2sc(C(c3cccs3)N3CCN(Cc4ccccc4)CC3)c(O)n2n1 (stereo unspecified) | 0.6 | -12 | 107 | 0.1 | -1 | 6 | 17 | 4 | -1.0 | 147 | 3.0
41 | Cc1ccc2cc(CN(c3ccccc3)S(=O)(=O)c3ccccc3)c(=O)[nH]c2c1 | 0.7 | -6 | 99 | -0.1 | -5 | 1 | -40 | 2 | -0.2 | -7 | 2.1
42 | CCCCOc1ccc(N=Cc2ccc[nH]2)cc1 | 2.9 | -1 | 111 | 1.5 | 3 | 11 | 4 | 0 | -2.2 | 9 | -0.1

cpd | mol | AddAB inh | HTR5A inv ag | Pemphigus Ab inh | Ecoli viability | PKA-R1A act | MOR-DOR inv ag | PfHsp90 set2 | HTR5A ag | MOR-DOR ag | Mot1-301 SUMO | phage Ecoli inh
43 | Cc1ccc(C)c(NC(=O)C(Sc2nnc(-c3cccs3)o2)c2ccccc2)c1 (stereo unspecified) | 0.6 | 8 | 100 | -1.5 | 6 | 8 | 7 | 2 | -1.5 | -7 | -0.5
44 | Cc1ccccc1-c1cc(C(=O)NCC2CC2)n(CC2CC(c3cccnc3)=NO2)n1 (stereo unspecified) | 2.7 | 10 | 98 | 2.2 | 2 | 5 | · | -6 | -0.9 | -7 | 1.2
45 | Fc1cccc(Cl)c1/C=N/Nc1ccccn1 | -0.5 | -5 | 100 | -0.6 | 1 | -2 | 7 | 2 | 0.4 | -2 | 0.5
46 | CCCc1c(C(=O)N/N=C/c2ccc(C)s2)nnn1-c1nonc1N | 0.7 | -15 | · | -0.2 | -12 | -6 | -18 | 4 | 1.1 | 13 | -0.3
47 | COc1ccccc1NC(=O)c1c[nH]c2ccccc12 | -1.7 | -1 | 99 | -0.5 | 1 | 9 | 4 | 0 | -1.6 | -2 | 2.9
48 | O=C(NC1=NCCS1)c1csc2ccccc12 | 1.7 | 18 | 100 | 1.6 | 2 | 10 | 12 | -2 | -1.7 | 11 | 1.5
